Statin myotox sup: suppression of simvastatin myotoxicity. C2C12 myotubes + simvastatin, ATP luminescence, 48 h; scaled: DMSO 0, geranylgeraniol control 100. rescue of ATP level, % at 7.49 µM. hit rate 0.78% among 330,000. AID 602340;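 active means mean ATP rescue above about 67%, or every replicate alone reaching that limit, limit read from the data, passing the limit was not always enough; inconclusive means no clear call, values can overlap the other calls; inactive means mean under the limit and some replicate under it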;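 further: myotubes were challenged with 10 µM simvastatin during compound exposure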
SIRT5 inh: inhibitors of human sirtuin-5 desuccinylase; Q9NXA8; Purified SirT5, succinyl-peptide AMC, trypsin-coupled fluorescence; inhibition, % at 15 µM; hit rate 1.1% among 330,000; AID 652115; in the data active means inhibition above about 15%; inconclusive means no clear call, values can overlap the other calls
ERp5 block: blocks human ERp5 reductase activity on insulin; Q15084; hit rate 0.05% among 350,000; inhibition, % at 9.99 µM; ERp5 insulin aggregation, absorbance 650 nm, 90 min; AID 651711;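 active means mean replicate inhibition above about 25%, with every replicate also reaching it, limit read from the data, passing the limit was not always enough; inconclusive means only one of those two criteria met; inactive means neither criterion met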
Target sequence (Q15084 whole entry, looked up): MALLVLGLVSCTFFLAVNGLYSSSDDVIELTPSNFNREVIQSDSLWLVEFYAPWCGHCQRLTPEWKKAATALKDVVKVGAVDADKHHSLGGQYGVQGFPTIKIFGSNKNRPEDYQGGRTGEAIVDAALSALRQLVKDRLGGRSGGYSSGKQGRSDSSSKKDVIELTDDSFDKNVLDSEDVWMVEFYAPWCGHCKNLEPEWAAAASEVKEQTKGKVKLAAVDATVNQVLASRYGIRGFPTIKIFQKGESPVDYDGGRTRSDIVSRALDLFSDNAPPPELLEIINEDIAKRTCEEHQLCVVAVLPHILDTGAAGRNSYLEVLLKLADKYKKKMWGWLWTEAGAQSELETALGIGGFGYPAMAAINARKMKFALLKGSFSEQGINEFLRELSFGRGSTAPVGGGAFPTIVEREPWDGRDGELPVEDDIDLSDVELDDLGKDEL
PglD DTNB: blocks C. jejuni PglD acetyltransferase activity; inhibition, % at 12.5 µM; purified PglD enzyme, DTNB colorimetric CoA detection; hit rate 0.098% among 360,000; in the data active means inhibition above about 16%, passing the limit was not always enough; inconclusive means no clear call, values can overlap the other calls; further: strong numbers were not always called active
E-selectin induc: induces E-selectin expression in human endothelial cells | P16581 | HUVEC E-selectin immunofluorescence imaging; normalized: neutral wells 0, TNF-alpha wells 100 | activation, % at 7.58 µM | hit rate 0.37% among 260,000;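 active means mean E-selectin-positive cell signal at least 10% of the positive control, reached in at least 60% of replicates, without over 20% cell loss; inconclusive means no rule given, readout overlaps actives, possibly toxicity-flagged; inactive means the rest, including those meeting only one limit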;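 further: in these data hits start at about 27%; measured in HUVEC primary endothelial cells; signal is the percent of cells scored E-selectin positive by PE staining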
Target sequence (P16581 whole entry, looked up): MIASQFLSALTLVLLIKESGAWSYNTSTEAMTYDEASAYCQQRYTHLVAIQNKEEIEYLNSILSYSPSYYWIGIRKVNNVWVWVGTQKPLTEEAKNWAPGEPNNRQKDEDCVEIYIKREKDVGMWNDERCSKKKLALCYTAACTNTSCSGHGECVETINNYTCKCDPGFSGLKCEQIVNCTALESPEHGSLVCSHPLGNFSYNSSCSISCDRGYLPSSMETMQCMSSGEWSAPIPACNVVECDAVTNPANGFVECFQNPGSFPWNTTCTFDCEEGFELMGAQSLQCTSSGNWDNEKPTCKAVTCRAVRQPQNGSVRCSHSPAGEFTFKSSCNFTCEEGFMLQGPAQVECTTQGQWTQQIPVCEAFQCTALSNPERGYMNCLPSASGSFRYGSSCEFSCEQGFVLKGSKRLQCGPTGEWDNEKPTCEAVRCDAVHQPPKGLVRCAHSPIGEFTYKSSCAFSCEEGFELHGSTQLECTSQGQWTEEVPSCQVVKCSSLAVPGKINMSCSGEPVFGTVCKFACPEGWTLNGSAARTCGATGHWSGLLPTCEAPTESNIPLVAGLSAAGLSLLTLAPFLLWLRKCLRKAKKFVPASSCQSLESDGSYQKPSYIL
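assay system = HUVEC, human umbilical vein endothelial cells | input = 3,000 HUVEC seeded per well | medium = EGM-2 growth medium on 0.1% gelatin-coated wells | dosing = one compound dose added by pin transfer | signal = immunofluorescence imaging | read-out basis = % PE-positive cells | control set = TNF-alpha, DMSO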
S100A4 MyoIIA: S100A4-myosin IIA interaction inhibition | hit rate 0.14% among 360,000 | P26447 | S100A4/TAMRA-MyoIIA peptide fluorescence polarization | inhibition, % at 10.7 µM | AID 652163;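 active means mean inhibition of at least 70% across replicates, with every replicate also reaching that level; inconclusive means mean inhibition reaches 70% but some replicates fall short; inactive means mean inhibition below 70%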
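Material: S100A4 monomer protein / Buffer or medium: 50 mM HEPES pH 7.2, 10 mM CaCl2, 100 mM KCl / Times: 5 min incubation before reading / Benchmarks: neutral control DMSO, positive control TFP / Reagent: labelled myosin peptide probe, 5 nM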
DENV2 CPE: DENV2-induced cell death inhibition; CPE inhibition, % at 9.99 µM; DENV2-infected cells, cytopathic effect rescue, plate reader; hit rate 1.7% among 350,000; in the data active means CPE inhibition above about 20%, passing the limit was not always enough; inconclusive means no clear call, values can overlap the other calls; tested in BHK-21 cells;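 further: 0% = median of neutral control wells and 100% = median of positive control wells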
The depositor's hits bear a star; u = inconclusive; x = not tested or not shown. These rows are one share of the data, so the mix of outcomes need not match the whole.

SMILES	Statin myotox sup	SIRT5 inh	ERp5 block	PglD DTNB	E-selectin induc	S100A4 MyoIIA	DENV2 CPE
COc1ccccc1-c1cc2nc(C)cc(C)n2n1	x	x	-1	-4	0.2	0	-2
CC(C)(C)OC(=O)NN1CC(=O)N2Cc3ccccc3C[C@@H]2C1=O	1	-3	2	5	-0.1	-5	2
COCC(=O)Nc1ccc2c(c1)OC[C@H](C)N(C(=O)c1ccccn1)C[C@H](C)[C@H](OC)CN(C)C2=O	-1	x	x	0	0.1	x	x
COc1ccc2c(c1)OC[C@H]1[C@H]2N2C(=O)CN(Cc3ccc(Cl)cc3)C(=O)[C@@]2(C)[C@H]1c1ccccc1	20	4	4	2	0.2	-8	-16
Cc1nccn1-c1ccc(C(F)(F)F)cc1[N+](=O)[O-]	2	-2	-4	x	-0.6	1	-4
CC(=O)Nc1ccc(SCC(=O)c2c(N)n(Cc3ccccc3)c(=O)n(C)c2=O)cc1	-1	-5	4	0	3.4	-4	0
Cc1ccc(S(=O)(=O)N(C)C[C@H]2Oc3c(NC(=O)Nc4ccc5c(c4)OCO5)cccc3C(=O)N([C@H](C)CO)C[C@H]2C)cc1	5	12	-1	-2	0.1	0	-2
CN(CC(=O)Nc1ccccc1Cl)C(=O)c1cc2c(s1)CCCCC2	-4	1	-6	8	1.4	-3	6
N/C(=N\OC(=O)C1CCCCC1)c1ccncc1	x	1	0	x	x	2	-2
O=C(COc1ccc([N+](=O)[O-])cc1)N1CCc2ccccc2C1	16	x	0	8	x	-3	1

Complete entries, looked up by structure:
`COc1ccc2c(c1)OC[C@H]1[C@H]2N2C(=O)CN(Cc3ccc(Cl)cc3)C(=O)[C@@]2(C)[C@H]1c1ccccc1` is entered as Statin myotox sup = 20; SIRT5 inh = 4; ERp5 block = 4; PglD DTNB = 2; E-selectin induc = 0.2; S100A4 MyoIIA = -8; DENV2 CPE = -16
`Cc1nccn1-c1ccc(C(F)(F)F)cc1[N+](=O)[O-]` is entered as Statin myotox sup = 2; SIRT5 inh = -2; ERp5 block = -4; PglD DTNB = x; E-selectin induc = -0.6; S100A4 MyoIIA = 1; DENV2 CPE = -4

(listing goes on)
SMILES	Statin myotox sup	SIRT5 inh	ERp5 block	PglD DTNB	E-selectin induc	S100A4 MyoIIA	DENV2 CPE
C=C(C)Cn1c(N2CC(C)CC(C)C2)nc2c1c(=O)[nH]c(=O)n2C (centres undefined)	10	0	2	1	0.2	-1	-7
CN1C(=O)c2cc(NC(=O)c3cccs3)ccc2OC[C@@H]2O[C@@H](CC(=O)NCCN3CCCCC3)CC[C@@H]21	-14	-2	-2	0	0.0	14	5
COc1ccc(NC(=O)N[C@H]2CC[C@@H](CCNC(=O)CCN3CCCCC3)O[C@@H]2CO)cc1	0	-3	8	1	-0.1	1	-1
COc1ccc(NC(=O)c2c(C(F)(F)F)nn(C)c2Cl)cc1	x	x	1	x	x	0	-2
CC(C)C1(C2CCCC2)NC(=O)NC1=O (centres undefined)	-2	-5	2	-6	x	-3	5
COc1cccc(OC)c1C(=O)N1CCN(Cc2cccnc2)CC1	0	-1	3	-6	x	3	7
C[C@@H]1CCCCO[C@@H](CN(C)C(=O)Nc2ccccc2)[C@@H](C)CN([C@@H](C)CO)C(=O)c2cc(NC(=O)C3CCCCC3)ccc2O1	x	6	3	0	1.4	11	3
Cc1c(C(=O)NC2CCCCC2C)oc2ccccc12 (centres undefined)	-3	-6	1	-8	x	0	4
CN1CCc2c(sc(NC(=O)C3CCCN3S(=O)(=O)c3ccc(Cl)s3)c2C(N)=O)C1 (centres undefined)	-1	8	-7	-6	0.4	4	2
Cc1ccc(S(=O)(=O)N2CCN(Cc3ccccc3)CC2)cc1	4	-1	0	3	-0.1	-2	1
C[C@H]1CN([C@@H](C)CO)C(=O)c2cccc(NC(=O)NC3CCCCC3)c2O[C@H]1CN(C)C	-7	1	6	-1	7.8	-14	-5
CN(C)c1ccc(CNc2ccccn2)cc1	2	-2	4	10	x	-5	16
Cc1ccc(NC(=O)Cc2c(O)c3ccccc3[nH]c2=O)c(C)c1	14	-4	4	0	0.2	9	2
C[C@H](CO)N1C[C@H](C)[C@H](CN(C)Cc2ccc(Cl)c(Cl)c2)Oc2ccc(N(C)C)cc2CC1=O	0	-2	2	2	-0.1	8	3
CC(C)CC#Cc1cnc2c(c1)C(=O)N([C@@H](C)CO)C[C@@H](C)[C@H](CN(C)Cc1ccccc1F)O2	47	7	-3	0	0.7	10	-9
CN1C[C@H](O)COC[C@@H]2O[C@H](CC(=O)NC3CCCC3)CC[C@H]21	3	4	4	2	0.2	4	10
CCCn1c(SCC(=O)NC(=O)Nc2ccc(C)cc2C)n[nH]c1=O	2	0	2	2	x	-2	5
CC(C)NC(=O)N1[C@H](CO)[C@H](c2ccccc2)[C@@H]1CNC(=O)CN(C)C	-3	x	x	0	-0.1	x	u
O=C(C[C@H]1C=C[C@@H](NC(=O)Cc2cccnc2)[C@H](CO)O1)Nc1ccc(-c2ccccc2)cc1	x	0	4	x	0.7	12	-13
CNC(=O)C(NC(=O)CNC(=O)c1ccc(Cl)cc1)C(C)(C)C (centres undefined)	12	x	-3	-2	x	6	0
Cc1nnc(N2C(=O)c3oc4ccccc4c(=O)c3C2c2ccco2)s1 (centres undefined)	5	x	-6	-2	-0.3	0	1
Cc1c(C(=O)OC/C(O)=C(\C#N)c2nc3ccccc3[nH]2)oc2ccccc12	x	-4	-8	1	x	-9	-7
O=C(NCCc1ccccc1)C1CCCN(c2cnccn2)C1 (centres undefined)	-3	-1	8	3	x	-11	12
COc1ccc(-c2ccc3c(c2)c(Sc2ccccc2)c(-c2ccccc2)n3C)cc1	x	-7	-6	x	0.2	-7	-2
COc1ccc(C(=O)NNC(=O)c2ccncc2)cc1[N+](=O)[O-]	0	-1	2	9	0.1	-19	10
NNC(=O)c1ccc(COc2ccc3c(c2)CCC3)cc1	x	-1	-2	x	-3.1	2	6
Cc1c(Cc2ccccc2)c(=O)oc2c(C)c(OC(C)C(=O)NCC3CCC(C(=O)O)CC3)ccc12 (centres undefined)	8	-14	0	-3	x	-8	-9
C[C@H]1CN([C@@H](C)CO)S(=O)(=O)c2ccc(C#Cc3ccncc3)cc2O[C@H]1CN(C)S(=O)(=O)c1ccccc1	-28	2	18	3	0.4	-8	-14
COc1ccccc1NS(=O)(=O)c1cc(N/C(=N/S(=O)(=O)c2ccccc2)c2ccc(F)cc2)ccc1Cl	3	-6	-6	6	-0.2	1	-10
Cn1ccnc1C(=O)c1cccc(Br)c1	-3	-5	6	0	21	-4	2
CCC(=O)N(Cc1ccco1)Cc1cc2cccc(C)c2n2nnnc12	x	0	2	x	x	1	1
CNC[C@@H]1Oc2ncc(C#Cc3cccc(OC)c3)cc2C(=O)N([C@@H](C)CO)C[C@@H]1C	9	-13	-4	-1	-0.1	-7	4
CC(=O)N1CC[C@@H]2[C@H](CO)Nc3ccc(-c4cccc(F)c4)cc3[C@@H]21	-27	-2	-3	3	1.4	-6	1
CCC1(c2ccc(F)cc2)NC(=O)N(CC(=O)N2c3ccccc3NC(=O)C2(C)C)C1=O (centres undefined)	x	0	-6	x	x	-2	2
COC(=O)CNC(=O)c1cc(OC)cc(OC)c1	x	-1	-3	x	x	3	x
O=S(=O)(c1ccccc1)N1CCCCN2[C@H](CO)[C@H](c3ccc(-c4ccccc4)cc3)[C@@H]2C1	20	7	2	2	-0.6	6	-19
O=C1O[C@@H](c2ccccc2)C[C@@H](O)[C@H](O)CCCCc2ccccc21	x	-2	1	x	1.0	23	u
O=[N+]([O-])c1ccc(-c2cn3c(n2)CCC3)cc1	x	2	2	-8	-0.2	1	-4
COc1ccc(C(=O)/C=C/c2ccc(O)cc2)cc1	1	x	2	2	x	-4	0
CCOC(=O)c1c(S(=O)(=O)NCC(=O)N2CCN(c3ccccc3)CC2)c(C)n(C)c1C	-3	1	5	0	x	2	-5

Single entries from the results shown:
For E-selectin induc, `O=[N+]([O-])c1ccc(-c2cn3c(n2)CCC3)cc1` is listed with -0.2
For DENV2 CPE, `CCC(=O)N(Cc1ccco1)Cc1cc2cccc(C)c2n2nnnc12` is listed with 1

New compounds follow:
SMILES	Statin myotox sup	SIRT5 inh	ERp5 block	PglD DTNB	E-selectin induc	S100A4 MyoIIA	DENV2 CPE
COc1ccc(OC)c(NC(=O)C2CCCN(S(=O)(=O)c3ccc(-n4cnnn4)cc3)C2)c1 (centres undefined)	-3	0	-5	0	-0.1	0	4
Cc1cc(C(=O)Nc2cc(S(C)(=O)=O)ccc2Cl)no1	-1	-3	-3	7	x	-1	2
CC1=NN(c2ccccc2)C(=O)/C1=C/c1cc(C)n(C2CC2)c1C	x	5	-1	x	x	-1	0
CCN(C(=O)c1ccc(Br)cc1)c1ccccc1	x	12	5	x	x	-11	-1
COc1cc2c(cc1OC)C(C)N(CCc1ccc(Cl)cc1)CC2 (centres undefined)	x	-3	1	2	0.0	-7	10
COc1ccc(C2C3=C(CCCC3=O)N(CC(=O)O)C3=C2C(=O)CCC3)cc1	-1	-6	3	3	3.9	-7	-7
CCCNC(=O)N(C)C[C@@H]1Oc2cc(C#Cc3ccccn3)ccc2S(=O)(=O)N([C@H](C)CO)C[C@@H]1C	-1	-2	-5	-4	0.3	-4	1
C[C@H]1CN([C@@H](C)CO)C(=O)Cc2cc(NC(=O)Nc3ccccc3)ccc2O[C@@H]1CN(C)CC1CCCCC1	6	2	-3	0	0.0	9	1
COc1ccc(N2CCN(C(=S)Nc3cc(C)ccc3C)CC2)cc1	8	-2	3	-2	x	2	3
CCc1ccc(N(CC(=O)NC2CC2)S(=O)(=O)c2ccc(C)cc2)cc1	1	0	-4	-5	-0.3	0	-4
COc1ccc(Cc2nnc(SCC(=O)Nc3ccc(N4CCOCC4)cc3)n2C)cc1	3	-1	6	-1	x	5	-1
CCN(C(=O)COC(=O)CCNS(=O)(=O)c1ccccc1F)c1c(N)n(Cc2ccccc2)c(=O)[nH]c1=O	-2	-2	-14	-2	0.0	0	2
O=C(CSc1nc(C(F)(F)F)cc(=O)[nH]1)N1CCC(Cc2ccccc2)CC1	7	-6	18	2	0.0	-3	7
COc1cc(CN(C(=S)NCC(=O)NC2CC2)C2CCCC2)cc(OC)c1OC	x	-3	4	-5	-1.5	1	3
O=C(NC(Cc1c[nH]c2ccccc12)C(=O)O)c1ccc(Br)cc1 (centres undefined)	x	0	3	x	x	8	0
CCN(CC)C(=O)c1cccc(NC(=O)c2cc(C3CC3)nc3c2cnn3C(C)C)c1	-8	3	-4	-2	-0.2	-4	-1
CN(C1CCCC1)C1CCN(C(=O)CNC(=O)/C=C/c2ccc(F)cc2)CC1	-4	-2	2	3	-0.4	-2	-9
CN1CCN(C(=O)/C(=C/c2ccc([N+](=O)[O-])cc2)NC(=O)c2ccccc2)CC1	3	1	-2	-3	x	6	8
COC(=O)[C@]1(C)N[C@H](c2ccc(-c3cccc(Cl)c3)cc2)[C@@H]2C(=O)N(C)C(=O)[C@@H]21	2	x	-1	-1	0.1	17	3
O=c1c2cc(NC(=S)NCCN3CCCCCC3)ccc2nc2n1CCCCC2	x	-2	-3	7	1.0	-7	-2
COc1ccc(OC)c2sc(N3CCN(C(=O)c4ccc([N+](=O)[O-])s4)CC3)nc12	49	-4	-11	-5	x	0	5
CCC(=O)N1CC2(C1)CN(Cc1ccc3c(c1)OCO3)[C@@H](CO)c1c2c2ccc(OC)cc2n1C	x	1	0	x	0.0	-3	10
O=C1C(=O)N(c2ccccc2)C(c2ccccc2)C1c1ccccc1 (centres undefined)	3	x	6	1	x	8	-1
CCCCCCCOc1ccc(C2CC(=O)N(C)C2=O)cc1 (centres undefined)	2	2	-1	-1	x	-1	-3

High-throughput results as filed in PubChem.
